Screening data as filed in PubChem BioAssay.
Sm TGR block: S. mansoni TGR enzyme inhibition | Q962Y6 | purified TGR, DTNB reduction, TNB absorbance 405 nm | Potency, µM (highest dose often 114 µM), inactives show top-dose activity change, negative = inhibition, actives largely listed as inhibitors | hit rate 3% among 360,000 | AID 485364; also: potency is read from the fitted curve at half-maximal effect; nearly all actives have a fitted effect of over 60% in size
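First, TGR (20 nM dispensed) and NADPH were mixed with compound. Second, a 15 min room-temperature incubation followed. Third, further NADPH and then DTNB were added to start the reaction. Finally, TNB absorbance was monitored kinetically.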
AmpC inh detg: AmpC beta-lactamase inhibition with detergent present; P00811; AmpC hydrolysis of nitrocefin, absorbance 480 nm, 0.01% Triton; Potency, µM (titrated, usually from 114 µM), for the others: top-dose activity change, negative = inhibition, usual class: inhibitors; hit rate 0.041% among 370,000; AID 485294;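 also: potency is read from the fitted curve at half-maximal effect; 0% = no-compound wells and -100% = no-enzyme wells; nearly all actives have a fitted effect of over 25% in size; some results filed as inactive show a strong effect at the top dose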
Target sequence (P00811 whole entry, looked up): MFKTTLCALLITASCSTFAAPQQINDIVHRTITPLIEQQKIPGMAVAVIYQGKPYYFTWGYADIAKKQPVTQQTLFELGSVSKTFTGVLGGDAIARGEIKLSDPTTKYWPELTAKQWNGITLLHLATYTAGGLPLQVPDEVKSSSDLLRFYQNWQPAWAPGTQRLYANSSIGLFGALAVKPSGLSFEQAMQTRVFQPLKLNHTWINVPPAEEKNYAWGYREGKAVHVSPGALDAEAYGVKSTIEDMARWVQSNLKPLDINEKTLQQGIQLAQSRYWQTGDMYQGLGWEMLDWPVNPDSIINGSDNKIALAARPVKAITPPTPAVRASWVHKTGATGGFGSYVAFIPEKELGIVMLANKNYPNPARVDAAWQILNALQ
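AmpC (5.3 nM in the dispensed reagent) in 20 mM phosphate pH 7.0 with 0.01% (detergent screen) or 0.0001% Triton X-100 was preincubated with compounds for 15 min at room temperature. Nitrocefin was then added from an 800 uM solution, and hydrolysis was followed at 480 nm.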
AMA1-RON2 inh: inhibitors of Plasmodium falciparum AMA1-RON2 interaction; Potency, µM (series often up to 58.2 µM), for the others: at the highest dose activity change, negative = inhibition, most hits filed as inhibitors; AlphaScreen AMA1-biotinylated RON2 peptide binding; hit rate 0.2% among 360,000;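 also: potency is read from the fitted curve at half-maximal effect; 0% = vehicle wells and -100% = peptide control; nearly all actives have a fitted effect of over 45% in size; some results filed as inactive show a strong effect at the top dose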
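AMA1 (3D7) with his tag at 25 nM final met compounds first, then biotinylated RON2 peptide at 25 nM; detection used donor plus acceptor beads, 10 µg/mL apiece, read by AlphaScreen after 30 min at room temperature.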
HCMV inh: human cytomegalovirus inhibition. HFF cells, HCMV-luciferase reporter, 72 h; stronger effect = lower value. activity change, negative = inhibition, % at 57.5 µM. hit rate 4.5% among 410,000. AID 1259415; in the data active = activity change below about -60%; inconclusive = no clear call, values can overlap the other calls; inactive = above about -39%
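HFF cells seeded 16 h at 37C, treated with compounds, infected with luciferase-reporter HCMV at MOI 1 PFU/cell; luciferase read at 72 h post infection, normalized to buffer-only and Salinomycin controls.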
Giardia FBPA inh: blocks Giardia fructose-bisphosphate aldolase activity; A8B2U2; purified Giardia FBPA; Potency, µM (highest dose often 59.6 µM), for the others: at the highest dose activity, negative = inhibition, actives largely listed as inhibitors; hit rate 0.71% among 290,000; AID 2451; also: potency is read from the fitted curve at half-maximal effect; nearly all actives have a fitted effect of over 55% in size
Target sequence (A8B2U2 whole entry, looked up): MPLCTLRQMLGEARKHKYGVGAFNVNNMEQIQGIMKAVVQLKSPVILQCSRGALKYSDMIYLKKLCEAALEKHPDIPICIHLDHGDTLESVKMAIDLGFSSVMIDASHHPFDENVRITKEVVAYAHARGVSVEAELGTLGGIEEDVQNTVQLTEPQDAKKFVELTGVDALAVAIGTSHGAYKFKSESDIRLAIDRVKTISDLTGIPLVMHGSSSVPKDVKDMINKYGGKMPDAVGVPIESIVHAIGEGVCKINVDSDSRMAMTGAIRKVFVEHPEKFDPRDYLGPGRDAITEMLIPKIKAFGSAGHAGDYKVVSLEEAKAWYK
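Giardia FBPA (40 nM reagent) was preincubated 10 min at RT with compound (up to 57.5 uM final), then substrate plus GAPDH/TPI/NAD/arsenate coupling system with diaphorase/resazurin was added; resorufin fluorescence (525/598 nm) was read after 20 min.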
AmpC inh no detg: inhibitors of E. coli AmpC beta-lactamase without detergent | P00811 | AID 485341 | Potency, µM (series often up to 57.1 µM), for inactives: top-dose activity change, negative = inhibition, actives largely listed as inhibitors | AmpC nitrocefin hydrolysis, absorbance 480 nm, 0.0001% Triton | hit rate 0.52% among 330,000;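 also: potency is read from the fitted curve at half-maximal effect; plate controls were no compound for no effect and no enzyme for full effect; nearly all actives have a fitted effect of over 20% in size; some results filed as inactive show a strong effect at the top dose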
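20 mM phosphate pH 7.0 + 0.01% (detergent screen) or 0.0001% Triton X-100; 5.3 nM AmpC reagent; cpd preinc 15 min RT; nitrocefin (800 uM stock) to start; A480 q20 s × 4 min; Activity was normalised to no-enzyme and no-compound control wells.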
* marks the source's active call; other numbers are inactive results; ? = inconclusive; . = not tested or not shown; & = joins results of further samples; [ ] = dose if it differs, or a comment. Unless noted, calls follow the shape of the dose curve; as a rule, active = well fitted curve in the direction sought with a large enough effect; inconclusive = small, poorly fitted or top-dose-only effect, or another doubt; inactive = no such curve, though single readings can be large; an effect the other way counts as inactive or inconclusive. Unless noted, % is scaled to controls: 0 for no effect and ±100 for the full control effect. An unsorted share of the library. Share with any hit: about 7.8%.

No.	Compound	Sm TGR block	AmpC inh detg	AMA1-RON2 inh	HCMV inh	Giardia FBPA inh	AmpC inh no detg
1	OCC[C@@H]1C[C@@H](O)[C@H](O)[C@]2(CCCCO2)O1	-15%	-13%	-5%	12	3%	-11%
2	CSc1nc2n(n1)C(c1cccs1)C1=C(CCCC1=O)N2 (centres undefined)	3%	5%	19%	30	1%	-22%
3	Cc1ccc(CNC(=O)c2ccccc2N(C)S(C)(=O)=O)cc1	.	3%	-7%	27	0%	-22%
4	Cc1cc(SCC(=O)NCCCN2CCCC2=O)nc2ccccc12	0%	9%	0%	0	.	21%
5	COc1cc2c(cc1OC)[C@@H]1C(=O)c3ccc4c(c3O[C@@H]1CO2)C[C@H](C(C)C)O4	-1%	1%	-27%	-94*	-24%	118%[activator]
6	COc1ccc(S(=O)(=O)N2CCOCC2)cc1NC(=O)c1sccc1C	1%	6%	2%	-3	.	-10%
7	O=C(CCNC(=O)c1ccco1)Nc1cccc(C(F)(F)F)c1	-10%	-8%	-3%	-6	6%	-5%
8	OCCN1CCN(c2ncnc3scc(-c4ccc(F)cc4)c23)CC1	-25%	1%	0%	-31	-3%	3%
9	COc1ccccc1C(=O)c1nc2ccccc2n1C	3%	4%	-7%	?	-7%	-12%
10	Cc1ccc2c(c1)c1c(c(=O)n(-c3ccccc3)c(=O)n1Cc1ccccc1C)n2C	-3%	3%	.	19	.	.
11	Cc1ccc(Nc2nc(C3CC3)cs2)cc1	0%	-9%	.	.	2%	-51%
12	CC(C)CCn1cnc2c(NCc3ccccc3)ncnc21	0%	2%	6%	16	4%	-6%
13	COc1ccc(C)cc1-n1nnnc1SCC(=O)NC1CC1	-6%	0%	-11%[11.6 µM]	39	.	-18%
14	COc1ccccc1-c1nc(S(=O)(=O)c2ccccc2)c(N2CCOCC2)o1	?	2%	-5%	12	.	0%
15	COc1ccc(N/C(=C(/C(Cl)=C(Cl)Cl)[N+](=O)[O-])n2nnc3ccccc32)cc1	?	-11%	.	.	?	-43%
16	CCn1ccnc1CN(C)Cc1cn(-c2cccc(C)c2)nc1-c1cccc(F)c1	-8%	-13%	24%	-38	-4%	228%[activator]
17	COC(=O)c1sccc1NC(=O)/C=C\c1ccc(Cl)cc1Cl	5%	8%	-9%	61	-2%	0%
18	CCOc1ccc(NC(=S)N2CCC(N(C)CCN3CCOCC3)CC2)cc1	-4%	-11%	-7%	-1	0%	-16%
19	O=C(CSc1nnc(-c2ccc(OC(F)F)cc2)o1)NC(=O)NCc1ccco1	-11%	-6%	27%	20	-7%	-38%
20	COc1ccc(N2CCN(CC(=O)Nc3nc(C)cs3)CC2)cc1	4%	-2%	?	-4	?	-8%
21	Cc1nn2c(-c3ccco3)ccnc2c1-c1ccc(Cl)cc1	-1%	1%	.	10	.	.
22	CN(C)C(CNC(=O)c1ccc(NC(=O)CC#N)cc1)c1ccccc1 (centres undefined)	9%	3%	-10%	-14	0%	-2%
23	COc1ccccc1N(CC(=O)NCC1CCCO1)C(=O)CNS(=O)(=O)c1ccccc1 (centres undefined)	10%	-8%	-15%	-34	6%	-2%
24	Cc1c(C(=O)Nc2ccc3nc(N4CCOCC4)sc3c2)oc2ccccc12	-5%	?	-3%	0	.	160%[activator]
25	CCOc1ccccc1N1CCN(S(=O)(=O)c2cccc3nsnc23)CC1	6%	-14%	-12%	-29	2%	2%
26	COc1ccc(NC(=O)CSc2nnc(C(C)C)n2N)cc1	0%	-15%	-4%	81	2%	-10%
27	COc1ccc(CCn2c(=O)[nH]c3cc(C(=O)N4CCN(c5ccccc5)CC4)ccc3c2=O)cc1OC	0%&0%	-4%&11%	-1%	-20&-28	-1%	-11%
28	O=c1c2c(ncn1CCO)nc1n2CCC1	-21%	?	0%	-5	0%	-10%
29	COc1ccc(CCNC(=O)CCN2C(=O)[C@@H]3Cc4ccccc4CN3C2=O)cc1	3%	3%	-2%	-25	.	28%
30	CCCCn1c(N)c(N(CC(C)C)C(=O)CCNC(=O)c2ccccc2Cl)c(=O)[nH]c1=O	-4%	0%	-15%	-22	.	-9%
31	Cc1c(NC(=O)/C(C#N)=C/c2c(N3CCCCC3)nc3ccccn3c2=O)c(=O)n(-c2ccccc2)n1C	2%	2%	-3%	0	-1%	-1%
32	COc1ccccc1C(=O)NC(=O)CSc1nnc2ccccn12	.	.	8%	54	.	-5%
33	CN1CCN(Cc2ccc(N)cc2)CC1	38%[activator]	0%	-7%	-10	-2%	-7%
34	COC(=O)CCNC(=O)c1ccc2nc(Cc3ccc(OC)c(OC)c3)oc2c1	-1%	-16%	-2%	94	10%	7%
35	CC1CCN(S(=O)(=O)c2cccc(C(=O)Nc3nncs3)c2)CC1	-14%	-9%	0%	9	13%	0%
36	Cc1ccc(NC(=O)COC(=O)CN2CCCCCC2=O)cc1C	-4%	-13%	0%	46	.	5%
37	COc1cc(CC(NC(C)=O)C(=O)NC2CCN(S(=O)(=O)c3ccc(NC(C)=O)cc3)CC2)cc(OC)c1 (centres undefined)	-16%	-10%	-8%	-72*	7%	29%
38	O=C(O)C1C2CC3CC(C2)CC1(n1ncc(N2CCC4(CC2)OCCO4)c(Cl)c1=O)C3 (centres undefined)	-22%	-1%	-15%	0	-1%	-3%
39	CSc1ncc(C(=O)Nc2ccccc2C(=O)c2ccccc2)c(C)n1	-11%	19%	.	-3	.	.
40	CN(CCC#N)CC(=O)Nc1ccc(NC(=O)CN(C)CCC#N)cc1	6%	10%	10%	-8	3%	-4%
41	O=C(CSc1nc2ccccc2c(=O)n1Cc1ccco1)NCCN1C(=O)CSC1=O	13%	-6%	13%	-32	-1%	-12%
42	Clc1ccc(-n2nnc(-c3cccnc3)n2)cc1Cl	2%	-3%	28%	55	9%	-7%
43	COc1cc(NS(=O)(=O)c2ccc(NC(=O)COc3ccccc3Cl)cc2)nc(OC)n1	-7%	-6%	24%	11	14%	-39%
44	CN(CC(=O)Nn1cnnc1)S(=O)(=O)c1cc(Cl)ccc1Cl	3%	2%	2%	14	1%	-13%
45	Cc1ccc(NS(=O)(=O)c2ccc3c(c2)C(C(C)C)C(=O)N3)cc1C (centres undefined)	1%	5%	.	8	.	.
46	CCC(C)c1ccc(NC(=O)Nc2cnccn2)cc1 (centres undefined)	9%	-5%	12%	-1	-17%	-18%
47	COc1ccc(C2NC(=O)C(C#N)=C(S)N2c2ccccc2)cc1OC (centres undefined)	0%	4%	-25%	2	?	-8%
48	CCOCCc1nn2c(=O)cc(COC(=O)C(CC)c3ccccc3)nc2s1 (centres undefined)	-5%	-3%	.	-13	.	.
49	CCCC(CCC)C(=O)OC[N+](C)(C)CCOC(=O)C(O)(c1ccccc1)C1CCCC1 (centres undefined)	.	-3%	13%	-38	-1%	182%[activator]
50	CCn1c2ccccc2c2cc(NC(=O)COC(=O)c3cc(Cl)c(N)cc3OC)ccc21	-15%	-6%	0%	0	-2%	-31%
51	O=C(COc1ccc(S(=O)(=O)N2CCCCC2)cc1)NC1CCCCC1	1%	-1%	2%	-12	2%	27%
52	S=C(Nc1ccccc1Cl)N(Cc1ccccc1)Cc1cccnc1	-18%	0%	-8%	14	-1%	-23%
53	CC(=O)N/N=C/c1ccccc1OCCOc1cccc(C)c1	2%	-1%	2%	43	2%	-4%
54	NC(=O)c1ccccc1NC(=O)N1CCOCC1	0%	3%	-14%	11	7%	-4%
55	Cc1ccc(/C=C(\C#N)C(=O)Nc2cccc3ncccc23)o1	20µM*	-6%	-6%	33	5.6µM*	-27%
56	CCCCc1nc2cc(C(=O)N(C)C3CCOCC3)ccc2o1	6%	-2%	9%	.	16%	4%
57	N=c1ccn(Cc2ccc(Cl)cc2Cl)cc1	-12%	-6%	-3%	-97*	3%	7%
58	CCCn1c(=O)c2sccc2n2c(CCCC(=O)NC3CCC(C)CC3)nnc12 (centres undefined)	12%	-2%	.	-17	.	.
59	O=C(Nc1ccc(-c2ccc(N3CCCCC3)nn2)cc1)c1ccco1	-2%	?	0%	10	.	?
60	CCc1ccc(NC(=O)C(=O)NNC(=O)c2cccs2)cc1	10%	1%	112%[activator]	21	-2%	-6%

Remaining list, next part
No.	Compound	Sm TGR block	AmpC inh detg	AMA1-RON2 inh	HCMV inh	Giardia FBPA inh	AmpC inh no detg
61	CCOC(=O)C1=CC[C@H]2c3c(c4ccccc4n3C)C(=O)C1N2S(=O)(=O)c1ccc(C)cc1	-21%	-3%	-3%	-9	.	-24%
62	Cc1onc(C(=O)NCc2ccc(F)cc2)c1[N+](=O)[O-]	?	1%	14%	?	4%	-8%
63	O=C(N/N=C/c1ccc2c(c1)OCO2)C(O)c1ccccc1 (centres undefined)	2%	-10%	-9%[11.6 µM]	-24	2%	-15%
64	O=C(CSc1n[nH]c(-c2ccccc2F)n1)Nc1cc(F)ccc1F	2%	3%	-5%	-14	.	-27%
65	COc1ccc(C(=O)C2CCCN(C(=O)c3ccc4nccnc4c3)C2)c(C)c1 (centres undefined)	0%	1%	-6%	-25	.	48%
66	O=C(NCC1CCCO1)c1cccc(Oc2c(Cl)cccc2[N+](=O)[O-])c1 (centres undefined)	5%	4%	-3%	-31	8%	50%
67	O=C(NN=Cc1ccc(F)c(F)c1)c1ccc(NS(=O)(=O)c2cccs2)cc1	.	.	26%	33	.	-36%
68	OCC1CCCCN1CCNCc1cn[nH]c1-c1cccc2ccccc12 (centres undefined)	-32%	-2%	55%[activator]	-35	1%	-12%
69	COCCN(C(=O)CSc1ncccn1)c1c(N)n(Cc2ccccc2)c(=O)[nH]c1=O	-3%	0%	-7%	4	.	-6%
70	O=c1nc2n(c3ccccc13)Cc1ccccc1-2	?	0%	.	.	4%	-19%
71	CCOc1ccccc1CNC(=O)c1ccc(Cn2c(SCc3ccccc3)nc3cccnc32)cc1	3%	18%	.	-18	.	.
72	O=C(c1ccc2c(=O)n(CCc3ccccc3)c(=O)[nH]c2c1)N1CCN(c2ccccc2)CC1	6%	3%	2%	.	-3%	-6%
73	COc1cccc(CN(C)C(=O)[C@@H](NC(=O)c2ccc(C)cc2)C(C)C)c1	6%	2%	0%	12	0%	27%
74	O=C(NC1CCS(=O)(=O)C1)/C(=C/c1ccco1)NC(=O)c1ccccc1 (centres undefined)	.	-8%	4%	-25	3%	24%

Three entries from above, as labelled records:
42. Clc1ccc(-n2nnc(-c3cccnc3)n2)cc1Cl
  Sm TGR block = 2%	AmpC inh detg = -3%	AMA1-RON2 inh = 28%	HCMV inh = 55	Giardia FBPA inh = 9%	AmpC inh no detg = -7%
64. O=C(CSc1n[nH]c(-c2ccccc2F)n1)Nc1cc(F)ccc1F
  Sm TGR block = 2%	AmpC inh detg = 3%	AMA1-RON2 inh = -5%	HCMV inh = -14	Giardia FBPA inh = .	AmpC inh no detg = -27%
9. COc1ccccc1C(=O)c1nc2ccccc2n1C
  Sm TGR block = 3%	AmpC inh detg = 4%	AMA1-RON2 inh = -7%	HCMV inh = ?	Giardia FBPA inh = -7%	AmpC inh no detg = -12%
